# POLI inh: qHTS for Inhibitors of Polymerase Iota. DNA polymerase iota (Homo sapiens), Q9UNA4. Potency, µM (top dose mostly 115 µM), inactives show at the top dose activity, negative = inhibition, hits mostly inhibitors. actives 1% (n = 390,000). Pol iota fluorescent replication assay, 10 min
# Target sequence (Q9UNA4 whole entry, looked up): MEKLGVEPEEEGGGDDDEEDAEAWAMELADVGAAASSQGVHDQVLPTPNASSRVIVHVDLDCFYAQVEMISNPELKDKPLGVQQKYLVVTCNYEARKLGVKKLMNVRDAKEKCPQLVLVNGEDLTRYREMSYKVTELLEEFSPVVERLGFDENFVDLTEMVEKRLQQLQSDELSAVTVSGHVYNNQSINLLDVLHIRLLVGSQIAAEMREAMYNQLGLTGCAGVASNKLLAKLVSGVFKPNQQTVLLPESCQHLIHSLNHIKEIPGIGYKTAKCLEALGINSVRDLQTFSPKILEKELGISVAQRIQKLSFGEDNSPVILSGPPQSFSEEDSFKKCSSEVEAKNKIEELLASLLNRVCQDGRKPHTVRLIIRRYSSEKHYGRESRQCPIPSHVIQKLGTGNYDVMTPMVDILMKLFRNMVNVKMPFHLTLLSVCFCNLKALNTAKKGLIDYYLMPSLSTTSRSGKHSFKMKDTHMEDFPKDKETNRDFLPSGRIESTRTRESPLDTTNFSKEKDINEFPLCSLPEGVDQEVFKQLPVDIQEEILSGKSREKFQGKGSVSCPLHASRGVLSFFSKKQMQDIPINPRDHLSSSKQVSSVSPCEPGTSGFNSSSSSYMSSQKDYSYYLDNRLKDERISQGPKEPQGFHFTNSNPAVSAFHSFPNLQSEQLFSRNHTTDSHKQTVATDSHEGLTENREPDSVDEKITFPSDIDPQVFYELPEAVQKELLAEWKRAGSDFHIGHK
#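 Fluorescent replication assay read twice, at 0 min and 10 min after adding 50 nM (final) substrate. Enzyme (10 nM) and compounds were first incubated 15 min at room temperature; enzyme-free buffer wells were negative controls.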
# BAZ2B block: qHTS Assay for Inhibitors of BAZ2B. AID 504333, 2011. actives 4.4% (n = 360,000). Potency, µM (highest dose often 114 µM), for the others: at the top dose activity change, negative = inhibition, actives largely listed as inhibitors. AlphaScreen BAZ2B-H3K14Ac peptide displacement; further: on the % scale 0 is the no-effect control and ±100 the full control effect; nearly all actives have a fitted effect of over 60% in size
#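 AlphaScreen luminescence quantifies BAZ2B engagement of H3K14Ac peptide; the protein and biotinylated peptide are both at 50 nM final, buffer PBS pH 7.4 with 0.01% Tween-20, all steps at room temperature.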
# JMJD2A Tudor inh: qHTS Assay for Inhibitors of JMJD2A-Tudor Domain; Lysine-specific demethylase 4A (Homo sapiens), O75164; AlphaScreen JMJD2A-Tudor / H3K4me3 peptide binding; Potency, µM (doses to about 114 µM), for inactives: top-dose activity change, negative = inhibition, most hits filed as inhibitors; actives 4.4% (n = 390,000); AID 504339, 2011; further: on the % scale 0 is the no-effect control and ±100 the full control effect; nearly all actives have a fitted effect of over 50% in size
# GLS inh: qHTS for Inhibitors of Glutaminase (GLS) | Glutaminase kidney isoform, mitochondrial (Homo sapiens), O94925 | GLS enzymatic activity, qHTS titration | Potency, µM (titrated, usually from 45.5 µM), for the others: at the top dose activity change, negative = inhibition, most hits filed as inhibitors | actives 0.21% (n = 410,000) | AID 624170, 2012; further: on the % scale 0 is the no-effect control and ±100 the full control effect
#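 Compounds were pin-transferred onto hKGA, after which L-glutamine (1 mM solution) and a detection mix of glutamate oxidase, HRP and Amplex Red were added. Initial and 30 min RT fluorescence reads were collected.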
# PGK inhibitor: qHTS Assay to Find Inhibitors of Phosphoglycerate Kinase | Phosphoglycerate kinase, glycosomal (Trypanosoma brucei brucei), P07378 | Potency, µM (highest dose often 57.5 µM), for inactives: at the top dose activity change, negative = inhibition, usual class: inhibitors | PGK/GAPDH coupled, Kinase-Glo luminescence, 60 min | actives 0.043% (n = 380,000); further: on the % scale 0 is the no-effect control and ±100 the full control effect; nearly all actives have a fitted effect of over 60% in size
#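 Recombinant glycosomal PGK reaction used 1,3-bisphosphoglycerate generated in-well by GAPDH (100nM final) in 100mM TEA pH 7.6, 5mM MgCl2, 0.01% Tween-20. After 60 minutes at room temperature, ATP was read by Kinase-Glo Plus luminescence end-point.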
# G9a inh: qHTS Assay for Inhibitors of Histone Lysine Methyltransferase G9a; G9a H3K9 monomethylation, AlphaScreen, 2 h; Potency, µM (top dose mostly 102 µM), without a hit: at the top dose activity, negative = inhibition, actives largely listed as inhibitors; actives 8.8% (n = 350,000); AID 504332, 2011; further: on the % scale 0 is the no-effect control and ±100 the full control effect; nearly all actives have a fitted effect of over 75% in size
#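 Methyltransferase reactions run at room temperature for 2 h (20 nM enzyme, 500 nM biotin-H3K9 peptide, 20 uM SAM) after a 15 min compound preincubation; product detected by AlphaScreen beads and anti-H3K9me1 antibody.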
# Pin1 inhibitor: qHTS Assay to Find Inhibitors of Pin1; Pin1 FP peptide displacement, HiFluor488, 10 min; actives 0.009% (n = 390,000); Potency, µM (series often up to 115 µM), for inactives: at the highest dose activity, negative = inhibition, most hits filed as inhibitors; Peptidyl-prolyl cis-trans isomerase NIMA-interacting 1 (Homo sapiens), Q13526; active means well fitted inhibition curve with a large enough effect in the polarisation, with a control signal flat, not every such curve was filed as active; inconclusive means small, poorly fitted or top-dose-only effect, or effect the other way, or a change in a side signal; inactive means no such curve, though single readings can be large or run the other way; the % refers to the polarisation; further: on the % scale 0 is the no-effect control and ±100 the full control effect
# Target sequence (Q13526 whole entry, looked up): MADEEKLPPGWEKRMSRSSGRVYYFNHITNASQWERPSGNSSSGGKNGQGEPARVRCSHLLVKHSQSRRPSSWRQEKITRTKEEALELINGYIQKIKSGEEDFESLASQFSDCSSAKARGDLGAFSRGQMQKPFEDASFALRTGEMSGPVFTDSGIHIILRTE
# HP1b chromo inh: HTS for Inhibitors of HP1-beta Chromodomain Interactions with Methylated Histone Tails; Chromobox protein homolog 1 (Homo sapiens), P83916; Potency, µM (series often up to 114 µM), for inactives: top-dose activity change, negative = inhibition, hits mostly inhibitors; AlphaScreen HP1-beta / biotin-H3K9me3 peptide binding; actives 0.56% (n = 390,000); further: nearly all actives have a fitted effect of over 70% in size; inactives centre near 23
# Target sequence (P83916 whole entry, looked up): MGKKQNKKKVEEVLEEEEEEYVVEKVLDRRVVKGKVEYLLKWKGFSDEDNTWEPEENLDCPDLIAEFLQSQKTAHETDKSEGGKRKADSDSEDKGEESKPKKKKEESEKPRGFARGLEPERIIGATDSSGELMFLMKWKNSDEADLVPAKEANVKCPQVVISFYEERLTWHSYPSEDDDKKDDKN
#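 HP1-beta protein (50 nM final) preincubated 30 min at room temperature with biotinylated H3(1-18)K9me3 peptide (50 nM) in PBS pH 7.4, 0.01% Tween-20, then compound added for 30 min. AlphaScreen streptavidin donor/nickel chelate acceptor beads (10 ug/mL final), 30 min dark, luminescence read.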
# BLM inh: qHTS Assay for Inhibitors of Bloom's syndrome helicase (BLM) | RecQ-like DNA helicase BLM (Homo sapiens), P54132 | recombinant BLM DNA unwinding, fluorescence dequenching | Potency, µM (highest dose often 56.1 µM), without a hit: at the top dose activity change, negative = inhibition, most hits filed as inhibitors | actives 0.2% (n = 350,000);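 further: plate controls were vehicle for no effect and no enzyme for full effect; nearly all actives have a fitted effect of over 35% in size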
# Numbers without * were called inactive; i = inactive; ? = inconclusive; · = not tested or not shown; [ ] = another dose, or the depositor's remark. Unless noted, the call rests on the fitted dose curve; in most records, active means well fitted curve in the direction sought with a large enough effect; inconclusive means small, poorly fitted or top-dose-only effect, or another doubt; inactive means no such curve, though single readings can be large; an effect the other way counts as inactive or inconclusive. Potency means the concentration at half of the fitted maximal effect. Some of the compounds tested; the hit share may differ from the screen's.
SMILES,POLI inh,BAZ2B block,JMJD2A Tudor inh,GLS inh,PGK inhibitor,G9a inh,Pin1 inhibitor,HP1b chromo inh,BLM inh
OC(Cc1cccnc1)(Cc1cccnc1)c1cc2ccccc2[nH]1,60%[activator],-3%,-14%,-3%,-12%,-6%[59 µM],0%,4%,-2%
O=C(NC(=S)Nc1cccc(C(F)(F)F)c1)c1ccc2nonc2c1,59%[activator],?,?,0%,8%,45µM*,11%,?,-11%
Cn1c(SCC(=O)N2CCc3ccccc3C2)nnc1-c1ccncc1,125%[activator],7%,6%,1%,-3%,?,-2%,40%[activator],-2%
COc1ccccc1NC(=O)NCCCCc1ccccc1,-12%,2%,5%,5%,4%,75%[activator],-3%,59%[activator],-4%
O=C(c1ccc(Br)cc1)c1cc(-c2ccccn2)c(N2CCOCC2)s1,24%,12%,42%[activator],-7%,2%,53%[activator],?,·,-2%
CCOC(=O)C1=C(c2ccccc2)O/C(=C(\C(=O)OC)C(F)(F)F)S1,7%,1%,-2%,16%,1%,13%[12.7 µM],0%,29%,-2%
O=C(NCc1ccccc1)C(=O)NCC(c1ccco1)S(=O)(=O)c1ccc(Cl)cc1 (stereo unspecified),14%,-1%,-4%,7%,9%,-6%[59 µM],0%,24%,-1%
CC(C)(C)OC(=O)NCCc1nnc(SCC(=O)Nc2cccc(Cl)c2)o1,44%[activator],9%,-17%,12%,1%,·,3%,12%,-1%
Cc1ccc(S(=O)(=O)N(Cc2ccc(Cl)cc2)c2ccccc2C(=O)NCc2ccco2)cc1,9%,2%,-23%,5%,7%,-12%,20%,5%,-9%
COc1ccccc1C(=O)NCC(=O)N=Nc1c(O)n(C(C)C)c2ccccc12,-1%,?,7%,10%,-1%,-11%,5%,18%,-2%
COc1ccc2c(c1)c(CC(=O)Nc1nnc(C3CC3)s1)c(C)n2C(=O)c1ccc(Cl)cc1,-13%,-4%,-7%,-7%,i,21%[59 µM],?,20%,-3%
COc1ccc(NC(=O)NNS(=O)(=O)c2ccc(OC)c(OC)c2)c(OC)c1,12%,-34%,-11%,41%[activator],-1%,·,4%,22%,-5%
O=C(Nc1ccc(F)cc1)c1nc[nH]c1C(=O)O,-13%,4.5µM*,10µM*,1%,·,-4%[2.33 µM],-10%,96%[activator],-2%
CCN(CC)C(=O)[C@H]1C[C@H](CC(=O)NCCc2ccccn2)C(=O)N2CCc3c([nH]c4cc(-c5ccco5)ccc34)[C@]12C,?,·,?,5%,2%,·,?,-6%,·
Cc1ccc(N(C(=O)NC2CCCCC2)C2=NCCCCC2)cc1,10%,-5%,5%,-1%,3%,36%[59 µM],4%,23%,-2%
Cc1cc(NC2CCCC2)n2nc(C)c(-c3ccccc3)c2n1,-13%,45%[activator],75%[activator],3%,0%,10%[0.501 µM],-3%,92%[activator],-6%
CCN1C(=O)CC(C(=O)OC)=C1C,32%,3%,1%,3%,-5%,-26%,0%,53%[activator],-3%
Cc1c(NS(=O)(=O)c2cc(C(=O)NCc3cccnc3)ccc2Cl)c(=O)n(-c2ccccc2)n1C,28%,·,-8%,9%,-9%,·,-5%,5%,·
CC(C)Cn1c(N)c(C(=O)COC(=O)C2CCCN2C(=O)c2cccs2)c(=O)n(C)c1=O (stereo unspecified),28%,-8%,-15%,-7%,-4%,-29%[59 µM],-2%,36%,·
O=C1COc2c1ccc(O)c2O,18µM*,·,5.6µM*,7%,-10%,·,·,?,·

# Record cards, as listed above. Order of screens: POLI inh	BAZ2B block	JMJD2A Tudor inh	GLS inh	PGK inhibitor	G9a inh	Pin1 inhibitor	HP1b chromo inh	BLM inh
# Shown for Cc1cc(NC2CCCC2)n2nc(C)c(-c3ccccc3)c2n1 = -13%	45%[activator]	75%[activator]	3%	0%	10%[0.501 µM]	-3%	92%[activator]	-6%
# Shown for Cc1ccc(N(C(=O)NC2CCCCC2)C2=NCCCCC2)cc1 = 10%	-5%	5%	-1%	3%	36%[59 µM]	4%	23%	-2%
# Shown for COc1ccc2c(c1)c(CC(=O)Nc1nnc(C3CC3)s1)c(C)n2C(=O)c1ccc(Cl)cc1 = -13%	-4%	-7%	-7%	i	21%[59 µM]	?	20%	-3%

# Continuation.
SMILES,POLI inh,BAZ2B block,JMJD2A Tudor inh,GLS inh,PGK inhibitor,G9a inh,Pin1 inhibitor,HP1b chromo inh,BLM inh
Cc1nnc(NC(=O)CCS(=O)(=O)c2ccccc2)s1,?,-18%,-3%,0%,-18%,?,-1%,3%,-3%
COc1ccc(NC(=O)COC(=O)C23CC4CC(CC(O)(C4)C2)C3)cc1Cl,5%,·,5%,3%,-6%,·,-8%,39%[activator],·
O=C(NCCCN1CCCC1=O)c1cc2ccccc2o1,22%,8%,-3%,1%,3%,10%[59 µM],-3%,43%[activator],·
O=C1CN(C(=O)COC(=O)c2ccc(Cl)c(S(=O)(=O)N3CCCCC3)c2)c2ccccc2N1,7%,·,-26%,3%,-5%,·,32%[activator],14%,·
CCCCNc1nnc(SCC(=O)c2c[nH]c3ccccc23)s1,18%,-5%,-10%,-2%,13%,28µM*,15%,33%,-8%
O=C(NCCOc1ccccc1)c1cc(C(=O)NCCOc2ccccc2)cc([N+](=O)[O-])c1,-3%,-33%,-26%,8%,-6%,-18%,10%,?,-2%
CCOC(=O)c1c2ccccc2[n+]([O-])n1CCO,?,3%,-16%,6%,1%,6%[2.33 µM],0%,18%,·
CCOC(=O)c1c(N)sc2c1CCC1C(=O)N(C3CCCCC3)C(=O)C21 (stereo unspecified),?,-6%,-25%,-12%,i,?,16%,-26%,-17%
COc1ccc(CC(=O)OCC(=O)Nc2ccc(C(=O)Nc3ccc(OC)cc3)cc2)cc1,14%,-3%,-12%,-13%,i,?,42%[activator],65%[activator],-13%
COc1ccccc1NC(=O)Cc1noc(CSc2nnc(C)n2C)n1,4%,-3%,-18%,-3%,-1%,6%,3%,29%,-1%
C#CCOCCOCCOCCNc1nc(N2CCN(C(=O)[C@H](Cc3ccc(O)cc3)n3cc(C(N)CC(C)C)nn3)CC2)nc(N2CCN(C(=O)[C@H](CCC(=O)O)n3cc(C(N)[C@H](C)CC)nn3)CC2)n1 (stereo partly specified),-20%,71µM*,45µM*,17%,-1%,?,-1%,31%,1%
COc1ccc(-c2ccnc3nc(Sc4ncc(C(F)(F)F)cc4Cl)nn23)cc1,30%,-17%,-10%,-1%,-4%,-23%[59 µM],6%,61%[activator],-12%
CC(=O)c1c(N2CCN(c3cccc(Cl)c3)CC2)nc(=S)n(-c2ccccc2)c1C,-8%,-33%,?,9%,-9%[11.5 µM],11%[59 µM],2%,-2%,-4%
Cc1cc(NC(=O)c2coc(=O)c(Br)c2)ccc1C(C)C,39%[activator],13%,-8%,2%,-4%,50µM*,20%,29%,4%
C=CCn1c(-c2ccccc2)nc(=S)c2c1CC(C)(C)OC2,-3%,-8%,2%,·,i,-10%,3%,29%,-1%
O=C(N/N=C1/C(=O)c2cccc3cccc1c23)c1ccc(Cl)cc1,49%[activator],50µM*,35µM*,-4%,?,?,?,-9%,10µM*
CCCCCn1c(=NC(C)=O)c(C#N)cc2c(=O)n3ccccc3nc21,-10%,-5%,-21%,0%,-4%,9%,10%,27%,-1%
CC1CC1C(=O)Nc1nc2ccc(Cl)cc2s1 (stereo unspecified),12%,·,-1%,-9%,6%,·,5%,24%,·
CC(=O)c1ccc(NC(=O)CSc2nnc(C3CC3)n2C)cc1,25%,-2%,-1%,3%,0%,-5%,-7%,31%,0%
CC(=O)c1ccc(S(=O)(=O)N2CCC(NC(=O)Nc3cccc(F)c3)CC2)cc1,112%[activator],-18%,4%,-9%,-6%,·,-5%,-2%,-4%
CCC(C)[C@H](NC(=O)Nc1ccc(S(N)(=O)=O)cc1)C(=O)OC (stereo partly specified),119%[activator],1%,-12%,-14%,i,14%,-4%,-11%,-3%
COc1ccc(-n2c(=O)c3c4c(sc3n(C)c2=O)CN(C(C)=O)CC4)cc1,18%,-2%,5%,0%,-3%,-1%[59 µM],5%,29%,-1%
CC1CCN(CC(=O)NCc2ccco2)CC1,20%,-3%,-18%,-4%,i,-4%,-7%,27%,-3%
COc1ccc(-c2cc(=O)[nH]c(N3CCN(Cc4ccccc4)CC3)n2)cc1,79%[activator],5%,-30%,2%,-3%,·,3%,-4%,2%
COc1ccc(S(=O)(=O)n2cnc3cc(C)c(C)cc32)cc1C,15%,4%,-23%,-3%,3%,-29%[59 µM],2%,38%[activator],-2%
COCCn1c(Cc2ccccc2)nnc1SCC(=O)N1CCOCC1,21%,-15%,-12%,2%,-4%,23%[59 µM],-3%,50%[activator],-5%
Cc1cccc2nc(COc3ccc4ccccc4c3Br)cn12,-3%,?,-13%,-1%,i,·,8%,47%[activator],-8%
O=C(CCCn1c(=O)oc2ccccc21)Nc1ccccc1,-21%,0%,-18%,-1%,-7%,-12%,-7%,-2%,·
Cn1c(=O)c2c(nc(SCC(=O)Nc3ccccc3F)n2Cc2ccccc2F)n(C)c1=O,-8%,-28%,-5%,-6%,·,?,1%,36%,-2%
O=C(Nc1ccccc1N1CCOCC1)c1cc(-c2ccncc2)nc2ccccc12,39%[activator],?,-15%,-14%,i,19%[59 µM],-4%,5%,-4%
O=C(CSc1nnc(-c2cccs2)o1)NCC1CN(Cc2ccccc2)CCO1 (stereo unspecified),6%,56µM*,-27%,3%,-7%,3.5µM*,-1%,10%,-2%
CC1=C(CCN2CCN(C(C)C)C(CCO)C2)C(C)(C)CCC1 (stereo unspecified),8%,2%,7%,-8%,i,-5%,-4%,22%,0%

# Source: PubChem
